GPR7 antagonist = GPR7 receptor antagonists, primary screen, cell-based, fluorescence, single concentration | AID 1861, 2009 | inhibition, % at 4.4 µM | GPR7-expressing cells, fluorescence antagonist assay | hit rate 1.1% among 290,000; in the data active = inhibition above about 16%, passing the limit was not always enough;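 note: cells stimulated with the agonist NPW; 0% = agonist with vehicle and 100% = vehicle without agonist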
Target sequence (P48145 whole entry, looked up): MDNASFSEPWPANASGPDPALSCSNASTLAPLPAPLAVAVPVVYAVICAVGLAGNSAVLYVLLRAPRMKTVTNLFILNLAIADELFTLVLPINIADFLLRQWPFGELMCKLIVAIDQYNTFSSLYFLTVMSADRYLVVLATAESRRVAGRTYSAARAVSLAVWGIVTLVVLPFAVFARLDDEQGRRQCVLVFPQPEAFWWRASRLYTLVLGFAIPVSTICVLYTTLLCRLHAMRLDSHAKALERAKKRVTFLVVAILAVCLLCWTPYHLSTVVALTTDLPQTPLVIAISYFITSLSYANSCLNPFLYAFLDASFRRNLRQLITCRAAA
MEKK2mut PB1 HTS = MEK5 binding signal on mutant MEKK2 PB1, primary screen, biochemical, multiplex bead flow cytometry, Alexa488-MEK5; Alexa488-MEK5 binding to MEKK2 mutant; percent response, % at 10 µM; hit rate 0.35% among 290,000; in the data active = percent response above about 24%, passing the limit was not always enough; note: inactives centre near 1; some results filed as inactive read as strong as hits
GalR3 antag = GalR3 antagonists in HEK293 cells, primary screen, cell-based, fluorescence readout; Galanin receptor type 3 (Homo sapiens), O60755; HEK293 GalR3-CNG cAMP membrane potential fluorescence; galR3 body fused to GalR1 C-terminus; inhibition, % at 3 µM; hit rate 0.44% among 360,000; AID 651719, 2012;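 active = inhibition above the screen-wide average plus 3 SD, cut at about 13% in these data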;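 note: forskolin and galanin both at EC90 stimulate the cells; cAMP rise reported by CNG channel membrane potential dye signal; 0% = forskolin plus galanin with DMSO and 100% = forskolin alone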
Target sequence (O60755 1-299 limits assumed): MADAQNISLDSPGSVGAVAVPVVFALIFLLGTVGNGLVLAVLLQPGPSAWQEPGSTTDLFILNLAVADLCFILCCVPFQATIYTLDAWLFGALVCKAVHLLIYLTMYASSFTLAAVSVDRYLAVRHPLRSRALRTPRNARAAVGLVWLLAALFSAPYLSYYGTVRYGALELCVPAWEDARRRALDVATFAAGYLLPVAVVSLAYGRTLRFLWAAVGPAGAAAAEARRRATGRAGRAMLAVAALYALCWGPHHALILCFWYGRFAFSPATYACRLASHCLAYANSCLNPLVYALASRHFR
V1aR counter = agonists of human V1a receptor, primary screen, counter-screen for OXTR agonist project, fluorescence, CHO-V1R cells; activation, % at 3 µM; Fluo-8 calcium fluorescence, agonist mode; 0% DMSO, 100% 3 nM vasopressin; hit rate 0.25% among 320,000; Vasopressin V1a receptor (Homo sapiens), P37288;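 active = activation above the mean activation of all tested compounds plus 3 SD, per screening run, cut at about 20% in these data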;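 note: signal is peak over basal fluorescence ratio across a 100 second FLIPR read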
OXTR agonist = human OXTR agonists, primary screen, fluorescence, CHO-OTR cells, Fluo-8 calcium; Oxytocin receptor (Homo sapiens), P30559; Fluo-8 calcium fluorescence; normalized: DMSO 0%, oxytocin 100%; activation, % at 3 µM; hit rate 0.32% among 320,000; AID 2435, 2010;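 active = activation above the mean of all tested compounds plus 3 SD, cutoff set per screening run, cut at about 20% in these data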;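 note: peak over basal fluorescence ratio from a 100 s FLIPR kinetic read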
PfM18AAP inh = PfM18AAP inhibitors, malaria aminopeptidase, primary screen, biochemical, QFRET, recombinant enzyme. AID 1822, 2009. H-Glu-NHMec fluorogenic cleavage. inhibition, % at 7.35 µM. hit rate 1.2% among 290,000;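 active = inhibition above the campaign mean inhibition over all tested compounds plus 3 SD, cut at about 28% in these data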;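 note: 0% = plate median of test compound wells and 100% = 2 mM ZnCl2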
MEKK2 WT-MEK5 = modulators of MEK5 binding to wildtype MEKK2, primary screen, biochemical, multiplex bead flow cytometry, Alexa488-MEK5 | binding response (% of control), % at 10 µM | Alexa488-MEK5 binding to MEKK2 WT; actives lie on both sides | hit rate 1.1% among 290,000 | AID 1531, 2009; in the data active = binding response below about 67% or above about 130%
NALP1 inh = NALP1 inflammasome inhibitors in reconstituted yeast, colorimetric, S. cerevisiae, triplicate retest; hit rate 0.61% among 280,000; inhibition, % at 10 µM; S. cerevisiae NALP1/ASC/caspase-1 growth, X-gal OD620, 72 h; AID 2071, 2009; in the data active = inhibition mostly above about 24%, no sharp cut-off; inactive = mostly below about 32%; note: some compounds called inactive have numbers as strong as hits
OXTR potentiate = human OXTR potentiators, primary screen, fluorescence, CHO-OTR cells, Fluo-8 calcium. Fluo-8 calcium fluorescence, potentiator mode; 0% = oxytocin EC15, 100% = EC100. activation, % at 3 µM. hit rate 0.061% among 320,000. AID 2445, 2010. Oxytocin receptor (Homo sapiens), P30559;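 active = activation above that plate's cutoff, the mean activation of tested compounds plus 3 SD, cut at about 6.6% in these data, passing the limit was not always enough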;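 note: 100% uses oxytocin at 75 nM as the full agonist control; some results filed as inactive read as strong as hits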
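System: human OTR in CHO cells; Also added: sub-maximal oxytocin, roughly EC15; Timing: compound 6 min at room temperature before oxytocin, 100 s read; Technique: Fluo-8 intracellular calcium fluorescence, ex 470-495, em 515-575 nm; Controls: oxytocin EC15 low and EC100 high; Replication: singlicate.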
* hit, by the source's call; nt = no result given; [ ] = another dose, or the depositor's remark.

structure	MEKK2 WT-MEK5	V1aR counter	OXTR agonist	PfM18AAP inh	NALP1 inh	OXTR potentiate	GPR7 antagonist	GalR3 antag	MEKK2mut PB1 HTS
OCc1cc(-c2ccc(Cl)c(Cl)c2)on1	95	3.2	4.0	-4	9	-21	4	-5	-7
CC(=O)N1N=C2c3ccccc3CCC2C1c1ccc(F)cc1 (configuration not stated)	124	-1.1	-2.9	-6	10	5	-12	1	20
O=C(OCC(=O)N1CCOCC1)c1ccccc1O	102	0.5	0.2	2	9	-4	-4	2	0
CN1C(=CC=C2C=C(I)C(=O)C(I)=C2)C(C)(C)c2ccccc21	-1.0*[inhibitor]	nt	nt	-4	-1	nt	-2	-2	-38
Cc1nc(-c2ccc(S(=O)(=O)N3CCN(c4cccc(C)c4C)CC3)cc2)co1	95	0.7	0.9	0	16	-9	2	-2	-2
COc1cccc(C2CC(c3ccc(Cl)cc3)n3nc(N)nc3N2)c1 (configuration not stated)	84	0.9	3.6	-13	9	-12	-2	-3	-5
Cc1n[nH]c(C)c1S(=O)(=O)N1CCOCC1	95	0.8	1.6	-26	-3	-5	-3	-2	-7
COC(=O)c1ccc2c(=O)sc(N3CCC(C(N)=O)CC3)nc2c1	nt	0.0	-0.8	11	38	-2	-5	-4	nt
C/C(CCc1ccccc1)=N\NC(=O)c1ccccc1[N+](=O)[O-]	100	0.2	0.4	5	23	-10	-6	1	0
Cc1cc(C)n(C(=O)CN(C)S(=O)(=O)c2ccc([N+](=O)[O-])cc2)n1	102	2.8	-2.0	5	-1	-9	5	-9	7
C=CCn1c(O)c(N=NC(=S)Nc2ccccc2C)c2cc(S(=O)(=O)N3CCOCC3)ccc21	91	-0.7	-0.8	4	6	-5	2	3	-2
COc1ccc(NCc2nc3ccccc3n2CCOc2ccccc2)cc1	111	1.2	1.5	-3	33	-11	4	-14	8
Cc1c(-c2ccnc3cc(C(=O)O)nn23)cnn1C	64	1.1	-1.1	11	0	-13	-6	-2	-16
Cc1cccc(N2CCN(C(=O)c3cccc(N4CCCC4=O)c3)CC2)c1C	107	0.0	0.1	-1	21	-6	-4	4	5
CCOc1ccc(/C=C2\SC(=S)N(NC(=O)c3ccncc3)C2=O)cc1OC	95	1.5	0.6	11	9	-3	-7	-7	-7
CC1(C)Cc2cccc(OCC(=O)Nc3cc(S(C)(=O)=O)ccc3Cl)c2O1	nt	0.1	-1.8	nt	nt	0	nt	-5	nt
CCOC(=O)C1(CCOC)CCN(C(=O)c2ccc(CSC)o2)CC1	104	0.0	-0.8	-1	8	-8	-15	4	6
COC(=O)c1c(NC(=O)COc2ncnc3ccccc23)sc(C)c1C	114	-1.5	-1.9	1	20	-7	-5	1	27
CCC(C)c1ccccc1NC(=O)C(C)NCCN(C)C (configuration not stated)	105	-0.3	1.0	14	11	-4	-17	-3	4
O=C(Nc1ccc(F)cc1)c1sc(Cl)nc1-c1ccccc1	104	-1.5	-1.6	5	23	5	-8	-1	-1
Cc1c(C(=O)N2CCC(C(N)=O)CC2)oc2ccc(Br)cc12	nt	1.0	1.3	nt	nt	5	nt	-4	nt
Cc1ccc(-n2c(C)c(C)c3c(N)ncnc32)cc1	97	0.5	-1.5	4	-4	-5	-19	-6	-1
O=C(OCc1nnc(-c2ccccc2)o1)c1ccccc1	100	-0.2	0.1	6	7	-8	3	-6	1
COc1cc(CN2CCCCCC2)cc(OC)c1OC	110	1.0	0.8	1	6	-1	-15	-5	4
CCCc1cc(C(=O)NCc2ccc(OC)cc2)no1	105	-0.4	-1.9	-8	5	-2	-1	nt	4
CN1C(=O)CSC1=S	108	0.0	0.3	3	-1	4	-12	nt	7
O=[N+]([O-])c1cc(C(F)(F)F)ccc1SCC(O)CO (configuration not stated)	104	1.4	1.4	1	-5	1	-3	3	2
CCC(=O)NC(=S)Nc1ccc(S(=O)(=O)NC2CCCCC2)cc1	110	3.7	1.2	-12	-2	-14	11	-6	10
Cc1cccc(/C=N/n2c(-c3ccccc3)n[nH]c2=S)c1O	102	0.5	0.4	10	-40	-8	-4	-8	2
COC(=O)c1ccc(N2C(=O)c3ccc(OC)c(OC)c3C2=O)cc1	94	0.4	0.6	2	0	-2	-12	-2	-7

In the list so far, these have fluorine:
structure	MEKK2 WT-MEK5	V1aR counter	OXTR agonist	PfM18AAP inh	NALP1 inh	OXTR potentiate	GPR7 antagonist	GalR3 antag	MEKK2mut PB1 HTS
CC(=O)N1N=C2c3ccccc3CCC2C1c1ccc(F)cc1 (configuration not stated)	124	-1.1	-2.9	-6	10	5	-12	1	20
O=C(Nc1ccc(F)cc1)c1sc(Cl)nc1-c1ccccc1	104	-1.5	-1.6	5	23	5	-8	-1	-1
O=[N+]([O-])c1cc(C(F)(F)F)ccc1SCC(O)CO (configuration not stated)	104	1.4	1.4	1	-5	1	-3	3	2

(list continues)
structure	MEKK2 WT-MEK5	V1aR counter	OXTR agonist	PfM18AAP inh	NALP1 inh	OXTR potentiate	GPR7 antagonist	GalR3 antag	MEKK2mut PB1 HTS
CC(C)c1ccc(NC(=O)C[n+]2ccn(C3=C([O-])c4ccccc4C3=O)c2)cc1	97	0.8	0.4	-1	22	1	-11	-8	-2
CC(C)C(NC(=O)CN1C(=O)c2ccccc2C1=O)c1ccccc1 (configuration not stated)	103	nt	nt	4	22	nt	-8	-9	7
CN(C)S(=O)(=O)c1ccc(NC(=O)c2ccc([N+](=O)[O-])cc2)cc1	102	4.5	3.5	-3	nt	-13	-1	6	2
COc1c(C(=O)NC(=S)Nc2nnn(C)n2)cc2ccccc2c1Br	95	1.1	1.9	-10	35	-1	-3	2	-4
Cc1ccc(N2CC(C(=O)NCCC(C)C)CC2=O)cc1 (configuration not stated)	108	0.0	-1.6	-18	-51	-3	-4	2	12
CCc1cccc(NC(=O)C2CC2c2ccccc2)c1 (configuration not stated)	98	1.2	-2.1	17	22	-5	23	-10	-1
CC(C)Oc1ccc(/C=C(\NC(=O)/C=C/c2ccco2)C(=O)NCCc2nc3ccccc3[nH]2)cc1	101	0.7	-0.3	-1	14	-5	-11	-3	27
COc1cccc(/C=c2\s/c(=C/C(=O)c3ccc(C)cc3)[nH]c2=O)c1OC	104	-1.0	3.3	-6	45	-5	2	2	2
COc1ccc(N(C(=O)c2ccco2)C(C(=O)NC2CCCC2)c2ccc(N(C)C)cc2)cc1OC (configuration not stated)	105	-0.1	0.0	-5	10	-14	10	-2	3
O=C(c1ccco1)c1cn[nH]c1-c1ccc(Cl)cc1O	85	5.6	4.3	23	3	-12	-8	-3	-12
O=C(O)c1ccc(/C=C2\SC(=S)N(NC(=O)c3ccc(Br)cc3)C2=O)cc1	98	2.0	2.1	17	-12	-7	7	-8	-17
C/C(=N\Nc1nncc2ccccc12)c1ccc(Cl)c([N+](=O)[O-])c1	101	0.5	-0.2	-2	26	1	-2	-1	3
CCOC(=O)c1c(C)[nH]c(C(=O)CSc2nnc(CC(C)c3ccccc3)o2)c1C (configuration not stated)	106	0.8	2.1	-3	11	-9	-3	-2	3
CC(=O)c1ccc(NS(=O)(=O)c2ccc(CC(C)C)cc2)cc1	93	10	12	-8	14	-9	-1	-7	-4
Cc1ccccc1CNC(=O)Nc1ccc(Cl)cc1	98	4.3	3.8	-3	nt	-9	-11	-3	2
Cc1ccc(S(=O)(=O)CCc2ccncc2)cc1	98	3.5	0.6	-12	14	-4	-12	0	-2
COc1cc(OC)c(OC)cc1CNCCSc1nnnn1C	92	0.8	0.4	-5	-11	-3	-4	-2	-12
O=C(COc1ccccc1[N+](=O)[O-])N1CCCc2ccccc21	95	-0.7	-0.3	11	20	-4	24	-11	-3
CC(OC(=O)c1ccc2c(=O)n3c(nc2c1)CCC3)C(N)=O (configuration not stated)	95	0.4	0.3	1	-12	0	0	10	-1
N=c1c(C(=O)NCC2CCCO2)cc2c(=O)n3ccccc3nc2n1C1CCCC1 (configuration not stated)	101	0.6	0.3	-1	14	-4	-5	-11	-1
CCCNC(=O)COC(=O)c1cc(-c2ccc(OC)cc2)nc2ccccc12	91	0.8	-1.0	10	6	2	-14	-6	-10
Cc1nnc(NC(=O)c2cccc(S(=O)(=O)N(C)c3cccc(Cl)c3)c2)s1	nt	0.5	-1.1	nt	nt	-5	nt	0	nt
C=CCn1c(SCC(=O)N(CCOC)c2c(N)n(CC(C)C)c(=O)[nH]c2=O)nc2ccccc21	nt	-0.6	-0.7	nt	nt	-14	nt	-3	nt
Cc1sc2ncn(CC(=O)NCCCC(=O)N3CCN(c4ncccn4)CC3)c(=O)c2c1C	92	0.2	-0.9	8	2	3	2	-3	1
Cc1cccc(NS(=O)(=O)c2ccc(Br)s2)n1	107	0.5	0.9	9	2	1	8	-8	5
O=C(CN1C(=O)S/C(=C/c2ccc(N3CCOCC3)cc2)C1=O)N1CCOCC1	98	3.4	2.0	-11	21	0	-11	-1	-2

Compound activity (PubChem BioAssay)
